M5 antag: blocks acetylcholine activation of human M5 receptor | CHO-hM5 cells, Fluo-8 calcium fluorescence, ACh EC80 | 360,000 tested, 0.59% active | AID 624040 | inhibition, % at 3 µM | P08912;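 active = inhibition above a per-plate cutoff, the mean of that plate's test compounds plus 3 SD, cut at about 27% in these data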;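 also: 0% = acetylcholine EC80 with DMSO and 100% = DMSO without agonist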
Target sequence (P08912 whole entry, looked up): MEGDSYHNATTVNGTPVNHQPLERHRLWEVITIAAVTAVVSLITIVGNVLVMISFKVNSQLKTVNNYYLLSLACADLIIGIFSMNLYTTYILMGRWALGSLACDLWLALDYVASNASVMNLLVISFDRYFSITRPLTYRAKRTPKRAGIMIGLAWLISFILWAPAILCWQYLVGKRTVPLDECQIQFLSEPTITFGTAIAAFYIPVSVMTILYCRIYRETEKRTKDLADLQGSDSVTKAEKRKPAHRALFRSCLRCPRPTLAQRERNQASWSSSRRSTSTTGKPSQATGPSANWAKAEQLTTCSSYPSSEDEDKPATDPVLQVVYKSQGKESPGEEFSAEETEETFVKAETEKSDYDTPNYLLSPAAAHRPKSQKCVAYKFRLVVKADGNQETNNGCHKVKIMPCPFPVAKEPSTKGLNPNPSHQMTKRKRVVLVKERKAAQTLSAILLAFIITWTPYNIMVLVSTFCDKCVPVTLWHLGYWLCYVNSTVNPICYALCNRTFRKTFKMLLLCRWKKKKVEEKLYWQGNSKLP
M1 PAM: human CHRM1 positive allosteric modulation | P11229 | 360,000 tested, 0.088% active | activation, % at 3 µM | AID 588819 | CHO-K1 hM1, Fluo-8 calcium fluorescence, ACh EC20; 0% = ACh EC20, 100% = maximal ACh; in the data active = activation above about 19%, passing the limit was not always enough
CHRM5 PAM: positive allosteric modulators of human muscarinic M5 receptor. P08912. CHO-K1 hM5, Fluo-8 calcium, ACh EC20 PAM; 0% = ACh EC20, 100% = ACh EC100. activation, % at 3 µM. 360,000 tested, 0.3% active. AID 624038;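 active = activation above the run cutoff, the mean activation of all test compounds plus 3 SD, cut at about 18% in these data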
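Assay system: CHO-K1 hM5 cells. Also added: acetylcholine at EC20 concentration, added after compound. Dosing: 3 µM, single dose. Times: compound preincubation 140 s before EC20 acetylcholine addition. Signal: Fluo-8 calcium fluorescence. Measure: % activation relative to EC20 and EC100 ACh responses. Repeats: singlicate, one well per test compound.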
M5 ag: agonists of human muscarinic M5 receptor (CHRM5) | P08912 | CHO-K1 hM5 cells, Fluo-8 calcium fluorescence; 0% DMSO wells, 100% maximal acetylcholine response | activation, % at 3 µM | 360,000 tested, 0.19% active | AID 624037;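 active = activation above the run's mean over test compounds plus 3 SD, cut at about 23% in these data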;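 also: signal is peak over basal fluorescence ratio across the kinetic read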
CHRM4 antagonist: antagonists of human muscarinic M4 receptor (CHRM4) | P08173 | CHO-hM4 cells, ACh EC80, Fluo-8 calcium fluorescence | inhibition, % at 3 µM | 360,000 tested, 0.73% active;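 active = inhibition above its plate's cutoff, the mean inhibition of sample wells plus 3 SD, cut at about 27% in these data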;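 also: 0% = acetylcholine EC80 with DMSO and 100% = DMSO without agonist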
Target sequence (P08173 whole entry, looked up): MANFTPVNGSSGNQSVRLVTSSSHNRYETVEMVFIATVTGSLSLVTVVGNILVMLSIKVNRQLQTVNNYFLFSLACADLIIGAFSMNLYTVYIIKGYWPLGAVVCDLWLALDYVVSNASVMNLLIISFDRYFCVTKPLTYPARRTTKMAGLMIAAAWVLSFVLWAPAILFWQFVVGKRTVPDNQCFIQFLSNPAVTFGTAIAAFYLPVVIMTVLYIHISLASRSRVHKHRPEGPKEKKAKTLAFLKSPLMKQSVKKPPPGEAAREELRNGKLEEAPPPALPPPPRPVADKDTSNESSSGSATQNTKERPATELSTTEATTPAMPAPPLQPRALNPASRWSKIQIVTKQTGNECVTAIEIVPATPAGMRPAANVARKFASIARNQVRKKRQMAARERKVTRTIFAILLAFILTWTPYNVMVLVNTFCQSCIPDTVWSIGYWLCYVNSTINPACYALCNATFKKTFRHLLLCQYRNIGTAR
TAAR1 agonist: agonists of human TAAR1; AID 624467; CHO RD-HGA16 TAAR1, Fluo-8 calcium fluorescence; vehicle wells 0%, saturating PEA agonist 100%; Q96RJ0; activation, % at 3 µM; 360,000 tested, 0.99% active;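 active = activation above the mean activation of all test compounds in the run plus 3 SD, cut at about 38% in these data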
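Test system: RD-HGA16 (CHO) cells co-expressing Gα16 and hTAAR1 / Benchmarks: DMSO vehicle as 0%, PEA at EC100 as 100% / Repeats: no replicates (n 1) / Measure: % activation from peak over basal fluorescence ratio, DMSO-to-PEA scaled / Timing: 17-24 h plating, Fluo-8 75 min 37 °C, 30 min RT / Technique: kinetic Fluo-8 calcium fluorescence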
CHRM1 agonist: activates human CHRM1 receptor. CHO-K1 hM1, Fluo-8 calcium fluorescence, agonist mode; 0% DMSO, 100% acetylcholine EC100. activation, % at 3 µM. 360,000 tested, 0.33% active;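 active = activation above the run's mean compound activation plus 3 SD, cut at about 16% in these data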;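 also: peak over basal fluorescence ratio within a 140 s kinetic read after compound addition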
M4 ag: CHRM4 agonism in calcium assay; activation, % at 3 µM; P08173; CHO-K1 hM4/Gqi5, Fluo-8 calcium fluorescence; vehicle 0%, full acetylcholine response 100%; 360,000 tested, 0.14% active;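 active = activation above the run mean over all test wells plus 3 SD, cut at about 32% in these data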;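 also: peak over basal fluorescence ratio per well then scaled between controls; 0% = DMSO wells and 100% = acetylcholine at EC100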
M1 antag: human CHRM1 antagonism; AID 588852; inhibition, % at 3 µM; CHO-K1 hM1, Fluo-8 calcium fluorescence, ACh EC80 antagonist; P11229; 360,000 tested, 1.3% active;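 active = percent inhibition above its own plate's cutoff, namely the mean of that plate's compound wells plus 3 SD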;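 also: peak over basal fluorescence ratio during 140 s after agonist addition; 0% = ACh EC80 plus DMSO and 100% = DMSO alone without agonist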
Active calls of the source: *; · = not tested or not shown. The list is partial; count on the stated rates, not on these rows.

SMILES	M5 antag	M1 PAM	CHRM5 PAM	M5 ag	CHRM4 antagonist	TAAR1 agonist	CHRM1 agonist	M4 ag	M1 antag
Cc1c(C(=O)NCc2ccco2)cccc1[N+](=O)[O-]	6	9	-6	0	2	7	-2	0	-3
COC(=O)c1ccc(CN(C(C)=O)c2ccccc2)o1	-6	5	-1	-1	0	2	0	1	-2
O=C(CSc1ncnc2scc(-c3ccccc3)c12)NC1CCS(=O)(=O)C1 (stereo unspecified)	10	6	0	1	8	0	-4	1	-9
O=C(NNC(=O)c1cc2ccccc2o1)c1ccc(F)cc1	-1	4	1	-3	18	1	-3	0	-7
COc1ccc(/C=C/C(=O)N2CCN(S(=O)(=O)/C=C/c3ccccc3)CC2)cc1OC	10	-1	-5	-2	2	4	-6	0	3
O=C(CSC1=Nc2ccccc2C2=NC(c3ccccc3)C(=O)N12)NC1CCCCC1 (stereo unspecified)	2	10	5	-6	2	1	0	0	-13
CCOC(=O)N1CCN(C(=O)CCS(=O)(=O)c2ccc3c(c2)CC(C)N3C(=O)CC)CC1 (stereo unspecified)	-13	6	1	2	-8	0	-1	3	-4
CCOC(=O)c1cnc2c(c(C3CC3)nn2C)c1N1CCOCC1	3	9	-8	4	-7	0	-2	3	-8
COc1ccc(-c2csc(N(CCCN(C)C)C(=O)c3ccc(F)cc3)n2)cc1	-1	-3	-11	-16	35*	5	-9	16	-9
O=C(Nc1c(-c2ccccc2)[nH][nH]c1=O)c1ccc(Br)cc1	-5	-1	0	-1	5	0	-6	1	-21
CC(=O)Oc1ccccc1C(=O)C=Cc1cccc([N+](=O)[O-])c1	21	13	0	3	5	1	-2	3	9
Cc1cc(OC(=O)c2ccccc2)n(CCC#N)n1	-8	3	11	-3	-6	4	-2	0	-19
Cc1ccc(Cn2c(SC(C)C(N)=O)nc3ccccc3c2=O)cc1 (stereo unspecified)	0	3	-9	-1	0	8	-8	2	-2
O=C(CSc1ccccn1)N/N=C/c1cc([N+](=O)[O-])ccc1O	-5	6	-6	-8	-10	0	-2	2	-17
C=C(C)COC(=O)C1CC2OC2CC1C(=O)OCC(=C)C (stereo unspecified)	11	0	-5	1	-1	2	-2	4	-8
Cc1ccc(C(=O)NC(=O)CSc2nncn2C)cc1	16	18	-3	-2	3	0	-4	0	-17
CC(=O)C(Sc1nnnn1-c1ccc(O)cc1)c1ccccc1 (stereo unspecified)	11	3	-12	-3	7	0	5	1	-10
CNC(=O)Nc1ccc(C2SCCS2)cc1	6	7	-2	1	-8	4	-3	1	-9
COc1ccc(Cl)cc1S(=O)(=O)N(C)CC(=O)NCc1ccc2c(c1)OCO2	17	7	-6	-2	-7	-1	-8	3	-14
Cc1ccc(C(C(=O)NCc2ccc(F)cc2)N(C(=O)c2csnn2)C2CC2)o1 (stereo unspecified)	1	1	-2	-1	2	7	-4	5	4
CCOC(=O)c1ccc(N2C(=O)CC(C3CCCO3)C2=O)cc1 (stereo unspecified)	0	3	0	0	12	-1	-1	0	-9
O=C(NCc1ccccc1Br)c1cccc2c1C(=O)c1ccc(N3CCC(Cc4ccccc4)CC3)cc1S2(=O)=O	8	13	-5	1	4	·	-1	5	-16
CC(=O)c1cccc(NC(=O)Oc2ccccc2)c1	-8	6	0	0	0	0	1	0	-8
CCN1CCN(CC(=O)c2cc(OC)c(OC)c(OC)c2)CC1	2	8	6	0	3	2	-4	1	-9
Cc1nnc(SCC(=O)Nc2ccc3[nH]c(=O)[nH]c3c2)s1	-2	6	10	4	5	1	-1	3	-2
CC1CCCCN1C(=O)c1ccc(CS(=O)(=O)Cc2ccccc2)cc1 (stereo unspecified)	12	5	-9	1	-1	6	0	4	-11
O=[n+]1c2c(n([O-])c3ccccc31)CCCC2	2	11	-4	2	0	10	-1	3	-3
CN(CCc1ccccc1)C(=O)c1ccc(NC(=O)Cc2cccc(NC(=O)C3CCN(C(=O)c4ccccc4)CC3)c2)cc1	-4	3	3	1	-8	2	-5	1	-2
O=S(=O)(c1ccccc1)c1nc(-c2ccco2)oc1N1CCOCC1	-6	4	3	2	3	2	-3	0	0
COc1ccc2nc3oc(C(=O)N4CCC(C(N)=O)CC4)cc3cc2c1	7	0	-16	0	-3	5	8	1	3
CCCCCN1CC(O)=C(c2ccccc2)C1=N	6	-4	-11	-3	-1	7	-2	0	17
COc1cccc(C(C)NC(=O)c2ccncc2)c1 (stereo unspecified)	-14	6	14	12	-8	4	-1	1	-16
CC(C)NC(=O)N(C)C[C@@H]1OCc2cnnn2CCCC(=O)N([C@@H](C)CO)C[C@H]1C	-1	10	3	0	-4	5	-2	1	-13
Cc1ccc(/C=N/NC(=O)c2nc3nc(C)cc(C)n3n2)cc1	-10	7	6	2	-2	4	-2	1	1
CCOc1ccc(C2C(C(=O)c3ccco3)=C(O)C(=O)N2CCCn2ccnc2)cc1 (stereo unspecified)	0	6	0	-3	0	3	-4	0	-9
Cc1ccc(S(=O)(=O)CCC(=O)OCC(=O)NCc2ccc(F)cc2)cc1	0	4	0	-1	3	-1	-3	2	-10
Cc1nc(NC(=O)CCl)sc1C(=O)N(C)C	7	0	2	1	11	6	-2	0	8
CN(C)C(CNC(=O)C1CC(=O)N(Cc2ccccc2)C1)c1ccccc1 (stereo unspecified)	11	6	3	-7	2	1	-6	1	-15
CCCCc1cn([C@@H](CCCCN)C(=O)N2CCNCC2)nn1	8	7	4	6	0	3	-2	1	-1
Cc1ccc(NC(=O)C(=O)NCCCN2CCOCC2)c(C)c1	-1	9	-1	4	-2	0	-5	1	-9
Cc1csc(NC(=O)c2ccc3nc[nH]c3c2)n1	11	8	-4	1	-2	5	-2	1	-12
C/C(NC(=O)c1cccs1)=C1\C(=O)C[C@@H]2[C@H]1C2(C)C	1	5	-5	-2	0	-4	-3	-2	-14
O=C(Nc1cccc(F)c1)NC1(C(=O)N2CCN3CCCC3C2)CCCCC1 (stereo unspecified)	-6	12	5	0	-1	5	-3	0	-13
O=C(NC1CCCC1)c1ccc(COCC(F)(F)F)o1	-1	-6	7	0	-3	7	-4	1	17
COC(=O)[C@@H]1CCCN1C(=O)CCc1nnc(C2CCCCC2)o1	5	13	-1	-3	7	1	-7	0	-5
O=C(Nc1cccc(S(=O)(=O)N2CCCCC2)c1)c1ccccc1NS(=O)(=O)c1ccc(F)cc1	41*	-4	-11	5	-1	7	1	11	15
Cc1ccc(C)c(NC(=O)CN(C)C(=O)CN2C(=O)C3CCCCC3C2=O)c1 (stereo unspecified)	9	5	2	0	-9	1	-1	0	-4
O=C(CCSc1ccccc1)Nc1nnc(-c2cccs2)o1	-3	11	-2	-1	1	0	-1	2	-13
CN(C)/C=C1\NC(=S)N(c2ccc(Cl)cc2)C1=O	5	4	-1	0	-4	0	-6	1	0
O=C(O)c1ccccc1Nc1ccc([N+](=O)[O-])c2nonc12	-1	10	2	-1	-5	·	5	4	-10
O=C(Nc1cc(F)ccc1F)c1cccc(-n2cnnn2)c1	8	6	3	-3	-1	4	-2	1	1
COc1cccc(NC(=O)Cn2c(SCC(=O)N3CCOCC3)nc3ccccc32)c1	-6	13	9	2	-8	12	-1	1	-10
Cc1c(N=Cc2ccc(-c3ccc(Cl)cc3)o2)c(=O)n(-c2ccccc2)n1C	-5	5	2	-1	-7	4	0	1	-39
O=C(NCc1ccccn1)c1cc2c(ccc3ccccc32)oc1=O	10	13	-8	0	1	9	-5	4	-12
CCCCNC(=O)CNC(=O)c1cccs1	0	-1	0	0	8	4	-1	0	0
CCn1c(-c2ccc([N+](=O)[O-])cc2)n[nH]c1=S	-4	7	6	-6	19	3	-6	1	-1
CCOCCn1c(CN2CCC(Cc3ccccc3)CC2)nc2c1c(=O)n(C)c(=O)n2C	0	2	1	2	11	19	-4	0	-15
Cc1c(C(=O)NCCN2CCOCC2)oc2ccccc12	-3	9	-7	-2	3	3	-2	0	-13
CCCC(=O)Nc1ccc(NC(=S)NC(=O)c2ccccc2[N+](=O)[O-])cc1	-1	6	-3	3	2	0	-6	1	-3
COc1ccc(CCNC(=O)COC(=O)c2cc(=O)c3ccccc3o2)cc1	1	18	1	3	-14	18	1	1	-9

Next part, starting with the last 6 of the part before.
SMILES	M5 antag	M1 PAM	CHRM5 PAM	M5 ag	CHRM4 antagonist	TAAR1 agonist	CHRM1 agonist	M4 ag	M1 antag
CCCCNC(=O)CNC(=O)c1cccs1	0	-1	0	0	8	4	-1	0	0
CCn1c(-c2ccc([N+](=O)[O-])cc2)n[nH]c1=S	-4	7	6	-6	19	3	-6	1	-1
CCOCCn1c(CN2CCC(Cc3ccccc3)CC2)nc2c1c(=O)n(C)c(=O)n2C	0	2	1	2	11	19	-4	0	-15
Cc1c(C(=O)NCCN2CCOCC2)oc2ccccc12	-3	9	-7	-2	3	3	-2	0	-13
CCCC(=O)Nc1ccc(NC(=S)NC(=O)c2ccccc2[N+](=O)[O-])cc1	-1	6	-3	3	2	0	-6	1	-3
COc1ccc(CCNC(=O)COC(=O)c2cc(=O)c3ccccc3o2)cc1	1	18	1	3	-14	18	1	1	-9
CSCCC(NC(=O)c1ccccc1Br)C(=O)NC(C)CCc1ccccc1 (stereo unspecified)	7	12	-3	-3	4	-1	-3	1	-21
Cc1cc(C)nc(CCNC(=O)c2cc(COc3c(C)cccc3C)on2)n1	-8	12	2	-2	-15	0	-4	4	-13
CC(=O)N(CC(=O)Nc1sc(C)c(C)c1C(N)=O)Cc1ccccc1	-6	13	-2	-3	0	3	-10	1	-6
O=C(NCCCN1CCOCC1)C(=O)NCc1ccco1	0	5	0	-3	-12	3	-4	2	-3
C#CCNC(=O)C1=C[C@@H](c2coc3ccccc3c2=O)[C@H](CCCO)[C@@H](OCC)O1	13	-1	-2	3	-6	6	0	1	3
Cc1ccc(O)c(C(=O)CC(=O)c2ccc(C(C)(C)C)cc2)c1	5	1	-5	-3	-7	-1	-3	0	-8
CCCCC1=CC2=CC(=O)C(C)(OC(=O)CC)C(=O)C2=CN1C1CCCC1 (stereo unspecified)	10	6	4	0	-21	4	-7	0	-6
CSc1ccccc1OCc1cc(C(=O)N(C)CCc2c(C)n[nH]c2C)no1	-3	16	-1	-4	5	2	0	3	-3
COc1ccc(C(c2c(C)[nH][nH]c2=O)c2c(C)[nH][nH]c2=O)cc1Br	14	6	-3	-1	5	3	-1	1	-8
O=C(COc1ccccc1F)N/N=C1\CCCc2ccccc21	1	7	-2	-1	5	-1	-8	1	-9
Cc1ccc(-c2n[nH]c(=O)c3ccccc23)cc1S(=O)(=O)NCC1CCCO1 (stereo unspecified)	13	8	-5	1	0	-1	0	3	-9

Screening results as filed in PubChem.
